FBPA Giardia inh: Giardia lamblia aldolase inhibition; A8B2U2; purified Giardia FBPA; Potency, µM (top dose mostly 59.6 µM), without a hit: at the top dose activity, negative = inhibition, hits mostly inhibitors; actives 0.71% (n = 290,000); AID 2451; also: potency is read from the fitted curve at half-maximal effect; nearly all actives have a fitted effect of over 55% in size
Target sequence (A8B2U2 whole entry, looked up): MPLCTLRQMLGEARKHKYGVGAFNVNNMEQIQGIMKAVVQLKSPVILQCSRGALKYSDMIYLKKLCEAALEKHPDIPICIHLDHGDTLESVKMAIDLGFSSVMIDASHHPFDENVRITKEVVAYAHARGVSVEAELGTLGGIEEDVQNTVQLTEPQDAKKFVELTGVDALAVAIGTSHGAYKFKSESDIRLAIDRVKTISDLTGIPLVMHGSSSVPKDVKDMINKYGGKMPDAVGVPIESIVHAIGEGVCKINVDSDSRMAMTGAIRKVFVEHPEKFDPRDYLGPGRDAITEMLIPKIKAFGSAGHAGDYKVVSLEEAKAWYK
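40 nM FBPA preincubated 10 min at RT with compound (up to 57.5 uM final), then substrate plus GAPDH/TPI/NAD/arsenate coupling and diaphorase/resazurin added. Fluorescence read after 20 min at RT, 525/598 nm.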
AmpC detergent: inhibitors of E. coli AmpC beta-lactamase with detergent; AID 485294; P00811; actives 0.041% (n = 370,000); Potency, µM (highest dose often 114 µM), without a hit: at the top dose activity change, negative = inhibition, actives largely listed as inhibitors; AmpC hydrolysis of nitrocefin, absorbance 480 nm, 0.01% Triton;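 also: potency is read from the fitted curve at half-maximal effect; 0% = no-compound wells and -100% = no-enzyme wells; nearly all actives have a fitted effect of over 25% in size; some results filed as inactive show a strong effect at the top dose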
Target sequence (P00811 whole entry, looked up): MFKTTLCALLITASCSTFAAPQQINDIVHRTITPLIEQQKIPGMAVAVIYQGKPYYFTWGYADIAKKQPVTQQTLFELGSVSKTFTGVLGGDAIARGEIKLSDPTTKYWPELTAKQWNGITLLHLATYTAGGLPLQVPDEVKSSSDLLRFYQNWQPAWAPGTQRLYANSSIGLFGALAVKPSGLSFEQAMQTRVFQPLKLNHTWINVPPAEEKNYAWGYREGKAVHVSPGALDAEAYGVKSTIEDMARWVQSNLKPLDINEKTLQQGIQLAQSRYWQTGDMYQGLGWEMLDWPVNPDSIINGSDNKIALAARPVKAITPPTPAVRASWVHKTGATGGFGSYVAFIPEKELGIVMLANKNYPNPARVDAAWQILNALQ
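20 mM phosphate pH 7.0 + 0.01% (detergent screen) or 0.0001% Triton X-100; 5.3 nM AmpC reagent; cpd preinc 15 min RT; nitrocefin (800 uM stock) to start; A480 q20 s × 4 min; Activity was normalised to no-enzyme and no-compound control wells.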
Sm TGR block: inhibitors of Schistosoma mansoni thioredoxin glutathione reductase; Potency, µM (titrated, usually from 114 µM), inactives show at the top dose activity change, negative = inhibition, actives largely listed as inhibitors; purified TGR, DTNB reduction, TNB absorbance 405 nm; AID 485364; actives 3% (n = 360,000); also: potency is read from the fitted curve at half-maximal effect; nearly all actives have a fitted effect of over 60% in size
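TGR 20 nM + NADPH 100 uM (dispensed conc.), cpd preinc 15 min RT; start with NADPH (500 uM addition) then DTNB (15 mM addition). Kinetic TNB absorbance, 405 nm filter. Four-parameter Hill fit across titration.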
HCMV inh: blocks human cytomegalovirus replication; HFF cells, HCMV-luciferase reporter, 72 h; stronger effect = lower value; activity change, negative = inhibition, % at 57.5 µM; actives 4.5% (n = 410,000); AID 1259415; in the data active = activity change below about -60%; inconclusive = no clear call, values can overlap the other calls; inactive = above about -39%
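Compounds were evaluated in HFFs infected with an HCMV luciferase reporter virus (MOI 1 PFU/cell). Luciferase in lysates collected 72 h post infection served as the replication measure.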
AmpC no deterg: AmpC beta-lactamase inhibition without detergent | P00811 | AmpC nitrocefin hydrolysis, absorbance 480 nm, 0.0001% Triton | Potency, µM (doses to about 57.1 µM), inactives show top-dose activity change, negative = inhibition, most hits filed as inhibitors | actives 0.52% (n = 330,000);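 also: potency is read from the fitted curve at half-maximal effect; plate controls were no compound for no effect and no enzyme for full effect; nearly all actives have a fitted effect of over 20% in size; some results filed as inactive show a strong effect at the top dose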
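AmpC (5.3 nM in the dispensed reagent) in 20 mM phosphate pH 7.0 with 0.01% (detergent screen) or 0.0001% Triton X-100 was preincubated with compounds for 15 min at room temperature. Nitrocefin was then added from an 800 uM solution, and hydrolysis was followed at 480 nm.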
AMA1-RON2 inh: disrupts binding of P. falciparum AMA1 to RON2; AlphaScreen AMA1-biotinylated RON2 peptide binding; Potency, µM (doses to about 58.2 µM), without a hit: at the top dose activity change, negative = inhibition, actives largely listed as inhibitors; actives 0.2% (n = 360,000); AID 720542;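 also: potency is read from the fitted curve at half-maximal effect; 0% = vehicle wells and -100% = peptide control; nearly all actives have a fitted effect of over 45% in size; some results filed as inactive show a strong effect at the top dose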
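AMA1 (3D7) with his tag at 25 nM final met compounds first, then biotinylated RON2 peptide at 25 nM; detection used donor plus acceptor beads, 10 µg/mL apiece, read by AlphaScreen after 30 min at room temperature.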
The depositor's hits bear a star; ? = inconclusive; . = no result given; & = joins results of further samples; [ ] = dose if it differs, or a comment. Unless noted, calls follow the shape of the dose curve; as a rule, active = well fitted curve in the direction sought with a large enough effect; inconclusive = small, poorly fitted or top-dose-only effect, or another doubt; inactive = no such curve, though single readings can be large; an effect the other way counts as inactive or inconclusive. Unless noted, % is scaled to controls: 0 for no effect and ±100 for the full control effect.

SMILES	FBPA Giardia inh	AmpC detergent	Sm TGR block	HCMV inh	AmpC no deterg	AMA1-RON2 inh
Cc1c(Cl)cccc1N=C(N)N=C(N)N	8%	2%	0%[57.1 µM]	-37	-14%	40%[activator]
CCc1cccc(NC(=O)CSc2ncc3c(n2)-c2ccc(Cl)cc2N(Cc2ccccc2)S3(=O)=O)c1	.	1%	-29%	-3	.	.
Cn1cccc1CNC(=O)Nc1ccc(Cl)c(Cl)c1	-1%	9%	-22%	41	-54%	18%
N#CC(C(=O)c1ccccc1)=C1SCCS1	4%	1%	17%	22	-23%	-8%
CCS(=O)(=O)Nc1ccc(C2=NN(S(=O)(=O)CC)C(c3cccs3)C2)cc1 (centres undefined)	.	-2%	-3%	1	-22%	-4%
O=C(CCN1C(=O)/C(=C/c2ccc(F)cc2)SC1=S)NCCc1ccc(O)cc1	.	12%	-3%	?	-15%	-1%
C#CC1(OC(=O)c2ccccc2)CC(C)N(C)CC1C (centres undefined)	?	-8%	-15%	-7	-7%	-1%
O=C(c1cc(-c2ccncc2)nc2ccccc12)N1CCN(c2ccccn2)CC1	10%	-4%	-2%	14	84%[activator]	1%
CN(C)c1ccc(CNc2nc(-c3ccco3)nn2S(C)(=O)=O)cc1	.	3%	-5%	111	.	.
CN(C)c1ccc(-n2cccc2/C=N/n2cnnc2)cc1	-3%	-8%	-1%	?	-12%	-17%
CC(C)(C)NC(=O)CN(Cc1cccs1)C(=O)CNS(=O)(=O)c1ccc(F)cc1	5%	-6%	3%[57.1 µM]	-27	-9%	0%
CCN(CCNC(=O)C1CCN(S(=O)(=O)c2cccc3cccnc23)CC1)c1ccccc1	15%	-3%	-3%	28	26%	-7%
COc1cc(CCC(=O)Nc2nnc(C)s2)cc(OC)c1OC	-5%	-5%	-4%	15	-15%	1%
CCCCc1nc(Cl)c(C#N)c2c1CSC(C)(C)C2	9%	?	2%	-26	-6%	16%
COc1cccc(NC(=O)Nc2nccc(C)n2)c1	0%	3%	2%	-15	-9%	8%
O=C(c1cnc2n(c1=O)CCS2)N1CCN(c2ccc([N+](=O)[O-])cc2)CC1	-2%	?	1%	8	-15%	0%
O=C(COC(=O)c1ccc[nH]c1=O)NCC1CCCO1 (centres undefined)	-1%	3%	-2%	-3	-1%	-7%
O=C(CN1C(=O)NC(c2ccccc2)(c2ccccc2)C1=O)NCCc1ccc(F)cc1	.	.	.	-22	-17%	-4%
O=C(C1CCN(Cc2cccs2)CC1)N1CCN(Cc2ccc3c(c2)OCO3)CC1	?	?	-2%	-104*	28%	5%
Cc1cc(NS(=O)(=O)c2ccc(NC(=O)c3cc(-c4cccnc4)nc4ccc(Cl)cc34)cc2)no1	-3%	?	3%	-2	-19%	0%
Cc1cc(C(=O)N2CCCC(CCC(=O)N3CCN(c4ccccn4)CC3)C2)c(C)o1 (centres undefined)	1%	7%	-18%	-27	52%	-12%
Cc1cc(C)nc(SCC(=O)Nc2ncc(Cc3cccc(Cl)c3Cl)s2)n1	1%	-2%	8%	12	-3%	31%[activator]
O=C(CC1N=C2c3ccccc3N=C(SCc3ccc(F)cc3)N2C1=O)NCc1ccco1 (centres undefined)	11%	-3%	?	-22	14%	5%
CCC(=O)Nc1nc(-c2cc([N+](=O)[O-])cs2)cs1	7%	1%	11%	?	-44%	0%
COc1ccc(N2C(=O)CSC2c2ccc(F)cc2)cc1 (centres undefined)	11%	-1%	-4%	-2	3%	-4%

Reprinted from the listing (twelve entries):
SMILES	FBPA Giardia inh	AmpC detergent	Sm TGR block	HCMV inh	AmpC no deterg	AMA1-RON2 inh
CCCCc1nc(Cl)c(C#N)c2c1CSC(C)(C)C2	9%	?	2%	-26	-6%	16%
COc1cccc(NC(=O)Nc2nccc(C)n2)c1	0%	3%	2%	-15	-9%	8%
O=C(c1cnc2n(c1=O)CCS2)N1CCN(c2ccc([N+](=O)[O-])cc2)CC1	-2%	?	1%	8	-15%	0%
O=C(COC(=O)c1ccc[nH]c1=O)NCC1CCCO1 (centres undefined)	-1%	3%	-2%	-3	-1%	-7%
O=C(CN1C(=O)NC(c2ccccc2)(c2ccccc2)C1=O)NCCc1ccc(F)cc1	.	.	.	-22	-17%	-4%
O=C(C1CCN(Cc2cccs2)CC1)N1CCN(Cc2ccc3c(c2)OCO3)CC1	?	?	-2%	-104*	28%	5%
Cc1cc(NS(=O)(=O)c2ccc(NC(=O)c3cc(-c4cccnc4)nc4ccc(Cl)cc34)cc2)no1	-3%	?	3%	-2	-19%	0%
Cc1cc(C(=O)N2CCCC(CCC(=O)N3CCN(c4ccccn4)CC3)C2)c(C)o1 (centres undefined)	1%	7%	-18%	-27	52%	-12%
Cc1cc(C)nc(SCC(=O)Nc2ncc(Cc3cccc(Cl)c3Cl)s2)n1	1%	-2%	8%	12	-3%	31%[activator]
O=C(CC1N=C2c3ccccc3N=C(SCc3ccc(F)cc3)N2C1=O)NCc1ccco1 (centres undefined)	11%	-3%	?	-22	14%	5%
CCC(=O)Nc1nc(-c2cc([N+](=O)[O-])cs2)cs1	7%	1%	11%	?	-44%	0%
COc1ccc(N2C(=O)CSC2c2ccc(F)cc2)cc1 (centres undefined)	11%	-1%	-4%	-2	3%	-4%

(continued)
SMILES	FBPA Giardia inh	AmpC detergent	Sm TGR block	HCMV inh	AmpC no deterg	AMA1-RON2 inh
Cc1nn(-c2ccc(F)cc2)c2sc(C(=O)N3CCCCCC3)cc12	-1%	2%	-15%	-8	-12%	6%
O=S1(=O)c2ccccc2C(CCO)N1Cc1ccccc1 (centres undefined)	-21%&-16%	6%	28µM*	5	-5%	7%
O=C(NCCCN1CCOCC1)c1cc(S(=O)(=O)N2CCOCC2)ccc1Cl	.	.	.	-20	-10%	-2%
COC(=O)c1c(NC(=O)c2ccco2)sc2c1CCC2	-6%	-5%	-29%	44	95%[activator]	10%
Cn1c(NCc2cccnc2)nc2c1c(=O)n(Cc1ccccc1F)c(=O)n2C	9%	?	-2%	-14	13%	-8%
COc1ccccc1N1CCN(C(=O)Cn2nc(C(F)(F)F)c3c2CCC3)CC1	-8%	-9%	5%	-4	88%[activator]	4%
CCCn1c(=N)c(C(=O)NC(C)c2ccccc2)cc2c(=O)n3ccccc3nc21 (centres undefined)	.	3%	8%	-1	.	.
O=C1NC(=O)C2(Cc3cc([N+](=O)[O-])ccc3N3CCN(C(=O)c4ccccc4)CC32)C(=O)N1 (centres undefined)	-26%	0%	3%	?	-11%	2%
O=C(C1=C(O)C(=O)N(Cc2ccccc2)C1c1ccco1)c1ccco1 (centres undefined)	-7%	-2%	-22%	-37	-47%	-3%
COc1ccc(Cc2nc3ccc(C(=O)N4CCOCC4)cc3o2)cc1	.	3%	-23%	106	4%	-22%
C=CCNC(=O)c1ccc(CN2CCC(Cc3ccccc3)CC2)cc1	2%	3%	-14%	31	-27%	5%
CC(C)(C)n1cnnc1Sc1ncccc1[N+](=O)[O-]	-1%	-6%	-1%	2	1%	1%
COCCn1cnc2c1c(=O)n(CC(=O)NN)c(=O)n2Cc1ccccc1	0%	1%	-13%	23	22%	63%[activator]
O=C(Cn1c(=O)oc2cc(S(=O)(=O)N3CCCC3)ccc21)N1CCN(C2CCCCC2)CC1	3%	?	?	?	-16%	-10%
CCOC(=O)N1CCN(C(=S)Nc2cccc(C)c2C)CC1	-1%	-9%	-6%	-5	-21%	-4%
CCOC(=O)C1=C(C)C2C3C(=O)N(c4cc(C)ccc4C)C(=O)C3C1(C)C1C(=O)N(c3cc(C)ccc3C)C(=O)C21 (centres undefined)	2%	-6%	-2%	-31	100%[activator]	-11%
CC1(C)Cc2c(c(-c3ccccc3)nc3sc4c(=O)[nH]c(=S)[nH]c4c23)CO1	4%	4%	-5%	.	-17%	-12%
CCOc1ccc(-c2csc(NC(=O)c3cccc(N4C(=O)CCC4=O)c3)n2)cc1	-16%	6%	7%	49	1%	-7%
Cc1nc2scc(C)n2c(=O)c1S(=O)(=O)Nc1cccc(C(F)(F)F)c1	.	-7%	0%	-8	.	.
O=c1[nH]c(CN2CCN(c3ccccc3)CC2)nc2ccccc12	-14%	0%	-22%	-5	-20%	18%
OCC1CCCN(Cc2cn(Cc3ccccc3)nc2-c2cc3ccccc3o2)C1 (centres undefined)	3%	6%	?	3	37%	8%
Cc1cc(Br)ccc1NC(=O)CNC(=O)CNc1cccc([N+](=O)[O-])c1	.	4%	-12%	-28	-20%	20%
COc1cc(-c2nc3ccc(C)cn3c2Nc2ccc3c(c2)OCCO3)ccc1O	-5%	-13%	-22%	50	7%	?
COC(=O)c1ccc(S(=O)(=O)N2CCN(CCO)CC2)n1C	4%	3%	9%	23	9%	6%
Cc1ccc[n+](-c2nc([O-])sc2C=O)c1	-26%	-5%	-15%	-22	-15%	1%

(more compounds)
SMILES	FBPA Giardia inh	AmpC detergent	Sm TGR block	HCMV inh	AmpC no deterg	AMA1-RON2 inh
COC(=O)Cc1ccc(NC(=O)c2cccs2)cc1	-5%	-3%	5%	44	-23%	0%
COCCn1c(COc2cccc(OC)c2)nnc1SCC(=O)NC1CCCCC1	15%	7%	-2%	-1	44%	-7%
COc1ccccc1C(=O)Nc1ccc(S(=O)(=O)Nc2onc(C)c2C)cc1	10%	-1%	-1%	75	-28%	-2%
Cc1ccc(-n2c(O)c(C=NCCN3CCOCC3)c(=O)[nH]c2=O)cc1	-2%	4%	?	2	-9%	11%
Cc1nc(Nc2ccc3c(c2)OCCO3)c2c(C)c(C)sc2n1	-17%	-2%	0%	15	32%	-25%
CC(=O)Nc1c2c(nn1-c1ccc(C)cc1)CS(=O)(=O)C2	-2%	?	10%	-7	-3%	-4%
CCc1ccc(NC(=S)N2CCN(C)CC2)cc1	4%	?	-3%	2	-23%	7%
NS(=O)(=O)c1ccc(CCNC(=O)COC(=O)CCN2C(=O)C3CC=CCC3C2=O)cc1 (centres undefined)	.	-9%	-8%	-2	-13%	-2%
CCOc1cc(C2C(C(=O)c3ccccc3)=C(C(=O)OC)Nc3nnnn32)ccc1O (centres undefined)	-2%	-8%	-25%	31	-33%	-17%
C/C(CC(=O)Nc1ccccn1)=N\NC(=O)c1cccc(C)c1	-23%	7%	15%	31	-17%	32%[activator]
Cc1ccc(C(=O)c2oc3ccc(Cl)cc3c2NC(=O)CN2CCN(C)CC2)cc1	18%	-4%	-2%	-13	133%[activator]	-1%

Source: PubChem (National Center for Advancing Translational Sciences (NCATS))
